Tau fibril ThT: blocks human tau fibril formation measured by thioflavin T. P10636. 270,000 compounds, 2.1% hits. Potency, µM (highest dose often 57.4 µM), for inactives: at the top dose activity, negative = inhibition, hits mostly inhibitors. recombinant tau K18 P301L, heparin-induced fibrillization, ThT fluorescence; also: nearly all actives have a fitted effect of over 55% in size
Target sequence (P10636 561-689 P618L limits assumed): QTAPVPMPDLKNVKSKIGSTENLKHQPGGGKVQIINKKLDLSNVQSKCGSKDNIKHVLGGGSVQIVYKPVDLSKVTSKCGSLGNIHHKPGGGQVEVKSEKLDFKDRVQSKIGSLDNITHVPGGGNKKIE
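ThT emission at 510 nm, taken 1 hr after adding 30 uM dye, quantifies aggregates formed when 20 uM heparin acts on human tau K18 P301L for 6 hr at 37 C.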
TRb SRC2 PPI: inhibitors of human thyroid hormone receptor beta-SRC2 interaction. P10828. TRbeta-SRC2 peptide binding, fluorescence polarization; receptor liganded with 1 µM T3. Potency, µM (doses to about 106 µM), for the others: at the top dose activity change, negative = inhibition, most hits filed as inhibitors. 280,000 compounds, 0.065% hits. AID 1469;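 also: plate controls were bound peptide for no effect and peptide without receptor for full effect; nearly all actives have a fitted effect of over 50% in size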
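Polarization signal, normalized between peptide-alone and full complex controls, measured compound effects on T3-liganded human TRb LBD (0.6 uM) binding 20 nM Texas Red SRC2 peptide after 5 hr.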
KDM4E inh: JMJD2E (human) inhibition | B2RXH2 | JMJD2E catalytic domain, FDH-coupled NADH fluorescence (FDH is formaldehyde dehydrogenase) | Potency, µM (series often up to 57.1 µM), without a hit: top-dose activity change, negative = inhibition, actives largely listed as inhibitors | 230,000 compounds, 1.6% hits | AID 2147; active = well fitted inhibition curve with a large enough effect, not every such curve was filed as active; inconclusive = small, poorly fitted or top-dose-only effect, or another doubt; inactive = no such curve, though single readings can be large or run the other way;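 also: 0% = wells with enzyme and -100% = buffer wells without enzyme; nearly all actives have a fitted effect of over 50% in size; many of its hits are not listed in these tables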
Tau fibril FP: tau fibrillization inhibition (FP); 280,000 compounds, 0.39% hits; K18 P301L tau heparin fibrillization, Alexa594 FP, 6 h; P10636; Potency, µM (doses to about 57.7 µM), for inactives: at the top dose activity, negative = inhibition, most hits filed as inhibitors; also: nearly all actives have a fitted effect of over 55% in size
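Heparin (20 uM) drove fibril formation of recombinant tau K18 P301L, 15 uM unlabeled with 0.24 uM Alexa 594 label, for 6 hr at 37 C in 100 mM sodium acetate pH 7. Fluorescence polarization (555/632 nm) read 1 hr after 30 uM ThT.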
TexasRed fluor: Texas Red fluorescence interference in TRb-SRC2 counter-screen | TRb/SRC2 Texas Red total fluorescence interference | Potency, µM (titrated, usually from 106 µM), for the others: at the top dose fluorescence change, negative = quenching | 280,000 compounds, 0.29% hits; active = well fitted curve in either direction with a large enough effect; inconclusive = small, poorly fitted or top-dose-only effect
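Human TRβ ligand-binding domain (0.6 uM) and Texas Red SRC2 peptide (20 nM) in Tris buffer with 1 uM T3 and 5% DMSO were incubated with pinned compound for 5 hr at ambient temperature. Total fluorescence was computed as S + 2P (555/632 nm).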
RECQ1 inh: blocks DNA unwinding by human RECQ1; 240,000 compounds, 0.54% hits; AID 2549; RECQ1 DNA unwinding, red fluorescence kinetic read; Potency, µM (titrated, usually from 57.3 µM), without a hit: top-dose activity, negative = inhibition, hits mostly inhibitors; P46063;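 also: plate controls were vehicle for no effect and no enzyme for full effect; nearly all actives have a fitted effect of over 30% in size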
Target sequence (P46063 whole entry, looked up): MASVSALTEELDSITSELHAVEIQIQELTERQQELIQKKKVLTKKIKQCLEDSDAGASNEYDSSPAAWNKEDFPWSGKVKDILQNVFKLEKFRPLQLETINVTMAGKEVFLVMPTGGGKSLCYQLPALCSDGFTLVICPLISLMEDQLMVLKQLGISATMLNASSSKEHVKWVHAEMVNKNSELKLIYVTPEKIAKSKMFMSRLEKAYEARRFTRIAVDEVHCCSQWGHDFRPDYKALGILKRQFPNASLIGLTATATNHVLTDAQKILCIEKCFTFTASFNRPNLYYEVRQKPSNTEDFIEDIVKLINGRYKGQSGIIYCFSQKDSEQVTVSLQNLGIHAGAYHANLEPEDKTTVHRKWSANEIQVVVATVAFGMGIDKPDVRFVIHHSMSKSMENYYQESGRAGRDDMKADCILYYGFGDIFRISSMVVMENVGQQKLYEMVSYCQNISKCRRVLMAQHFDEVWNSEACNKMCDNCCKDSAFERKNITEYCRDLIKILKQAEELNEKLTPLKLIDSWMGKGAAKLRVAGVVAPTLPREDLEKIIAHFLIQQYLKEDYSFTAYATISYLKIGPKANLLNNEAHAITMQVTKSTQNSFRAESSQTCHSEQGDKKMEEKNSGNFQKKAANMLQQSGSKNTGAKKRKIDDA
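50 nM RECQ1T1 preincubated 15 min with compound in Tris pH 8.0 buffer with MgCl2, DTT, Tween-20 and 2.5 ug/ml poly(dI-dC); started with 200 nM TAMRA/BHQ-2 forked duplex and 2 mM ATP. Unwinding read as fluorescence (525/598 nm), two reads 2 h apart.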
GoLoco inh red: blocks human Gai1 binding to RGS12 GoLoco peptide, red readout; Gai1:RGS12 GoLoco peptide FP, rhodamine, 10 min; Potency, µM (titrated, usually from 61.6 µM), for the others: at the highest dose activity, negative = inhibition, hits mostly inhibitors; P63096; AID 880; 230,000 compounds, 0.44% hits; active = well fitted inhibition curve with a large enough effect, not every such curve was filed as active; inactive = no such curve, though single readings can be large or run the other way; also: nearly all actives have a fitted effect of over 30% in size; many of its hits are not listed in these tables
L3MBTL1 inh: L3MBTL1 (human) inhibition | Potency, µM (series often up to 57.1 µM), without a hit: top-dose activity, negative = inhibition, hits mostly inhibitors | AlphaScreen L3MBTL1–H3K9me1 peptide binding | AID 485360 | 230,000 compounds, 0.66% hits; also: nearly all actives have a fitted effect of over 60% in size
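L3MBTL1 (50 nM) pre-complexed 30 min with biotinylated H3(1-15)K9me1 peptide (75 nM), then compounds added for 30 min at room temperature; AlphaScreen streptavidin donor/nickel chelate acceptor beads (10 ug/mL final) read after 30 min dark incubation.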
* = called active by the depositor; i = inactive; ? = inconclusive; nt = not tested or not shown; [ ] = remark or other dose. Unless noted, calls follow the shape of the dose curve; as a rule, active = well fitted curve in the direction sought with a large enough effect; inconclusive = small, poorly fitted or top-dose-only effect, or another doubt; inactive = no such curve, though single readings can be large; an effect the other way counts as inactive or inconclusive. Unless noted, % is scaled to controls: 0 for no effect and ±100 for the full control effect; potency is read from the fitted curve at half-maximal effect. This is a subset. The share of hits here may be higher or lower than overall.

The line under a structure holds: Tau fibril ThT, TRb SRC2 PPI, KDM4E inh, Tau fibril FP, TexasRed fluor, RECQ1 inh, GoLoco inh red, L3MBTL1 inh
S=c1[nH]nc(-c2cc(-c3ccccc3)n[nH]2)n1/N=C/C=C/c1ccco1
  ?, 1%, ?, 2%, -9%, ?, 11%, ?
COc1ccccc1NS(=O)(=O)c1ccc(C)c(NC(=O)c2ccc(S(=O)(=O)N3CCCCCC3)cc2)c1
  4%, 6%, -2%, 0%, 0%, 2%, -2%, -3%
O=C1C(NS(=O)(=O)c2cccs2)=C(N2CCN(Cc3ccccc3)CC2)C(=O)c2ccccc21
  16µM*, 0%, -8%, -12%, -5%, -2%, 7%, ?
CCOC(=O)C(=Nc1ccccc1)NO
  3%, 2%, 1%, -2%, -1%, 0%, 7%, 2%
CCc1nnc(NS(=O)(=O)c2ccc(N/C=C(\C=O)c3nc4cc(Cl)ccc4o3)cc2)s1
  -17%, -2%, ?, 3%, -3%, -9%, 44%[activator], -18%
O=C(CCC(=O)N/N=C/c1ccccc1O)NCc1ccccc1
  -1%, -5%, ?, -9%, 1%, i, 11%, -8%
CC(C)(C)c1nc(CN2CCCCC2)cc(CN2CCCCC2)c1O
  -2%, 1%, -4%, 3%, 1%, 15%, 10%, -3%
CC1CCN(C(c2ccc(N(C)C)cc2)c2nnnn2Cc2ccc(F)cc2)CC1 (stereo unspecified)
  ?, 2%, 0%, 10%, 3%, -2%, 20%, -15%
COc1cccc(/C=N/Nc2nc3ccccc3n3cnnc23)c1
  -2%, 4%, -3%, 4%, -14%, -3%, -3%, 0%
CCN(CC)C(=O)c1ccc(S(=O)(=O)NCc2cccnc2)cc1
  1%, 1%, 5%, -1%, -3%, i, 5%, nt
COC(=O)c1ccc(C(=O)OC)c(NC2=NS(=O)(=O)c3ccccc32)c1
  -19%, -3%, -7%, -10%, -5%, -1%, 4%, -2%[11.4 µM]
COc1ccc(N2CCN(C(CNC(=O)C(=O)NCc3ccc4c(c3)OCO4)c3ccco3)CC2)cc1 (stereo unspecified)
  -13%, -6%, 2%, 13%, -2%, 2%, 5%, 2%
CC(C)OCCCNC(=O)Cn1ncc2c(=O)oc3ccccc3c21
  -15%, -2%, 0%, 1%, -6%, i, 6%, 1%
Clc1ccc(CSc2cc3c(nn2)-c2ccccc2CC3)cc1
  ?, -1%, -4%, -8%, -6%, i, -9%, 27%
O=S(=O)(c1cccc2nsnc12)N1CCc2ccccc21
  -12%, 5%, ?, -9%, -1%, 7%, -1%, 0%

Entries of single compounds, looked up by structure:
O=C1C(NS(=O)(=O)c2cccs2)=C(N2CCN(Cc3ccccc3)CC2)C(=O)c2ccccc21 as listed: Tau fibril ThT = 16µM*; TRb SRC2 PPI = 0%; KDM4E inh = -8%; Tau fibril FP = -12%; TexasRed fluor = -5%; RECQ1 inh = -2%; GoLoco inh red = 7%; L3MBTL1 inh = ?
COc1ccc(N2CCN(C(CNC(=O)C(=O)NCc3ccc4c(c3)OCO4)c3ccco3)CC2)cc1 (stereo unspecified) as listed: Tau fibril ThT = -13%; TRb SRC2 PPI = -6%; KDM4E inh = 2%; Tau fibril FP = 13%; TexasRed fluor = -2%; RECQ1 inh = 2%; GoLoco inh red = 5%; L3MBTL1 inh = 2%
CCN(CC)C(=O)c1ccc(S(=O)(=O)NCc2cccnc2)cc1 as listed: Tau fibril ThT = 1%; TRb SRC2 PPI = 1%; KDM4E inh = 5%; Tau fibril FP = -1%; TexasRed fluor = -3%; RECQ1 inh = i; GoLoco inh red = 5%; L3MBTL1 inh = nt

Further results:
The line under a structure holds: Tau fibril ThT, TRb SRC2 PPI, KDM4E inh, Tau fibril FP, TexasRed fluor, RECQ1 inh, GoLoco inh red, L3MBTL1 inh
O=C(C1CCC(Cn2c(=S)[nH]c3ccccc3c2=O)CC1)N1CCN(c2ccccn2)CC1 (stereo unspecified)
  -14%, 0%, -5%, -2%, -3%, 0%, 6%, nt
CN(C)S(=O)(=O)c1ccc(NC(=O)COC(=O)CC2CC3CCC2C3)cc1 (stereo unspecified)
  -4%, -4%, -18%, -5%, -5%, -2%, 8%, -2%
Cc1cc(C)c[n+](-c2[nH]c(=O)sc2/C=N/N=C(\N)[S-])c1
  -7%, 4%, -14%, -9%, 1%, -13%, 1%, -2%
Nc1nc(-c2cc3ccccc3o2)cs1
  ?, -6%, -15%, ?, -2%, -3%, -2%, -13%
CCOc1cc(NC(=O)C2CC2)c(OCC)cc1NC(=O)CCn1nnc2ccccc21
  -6%, 2%, 4%, -3%, -3%, -1%, 2%, 12%
COC(=O)C1=NN[C@H](C(=O)OC)[C@H]1c1ccccc1
  -1%, -3%, 2%, 3%, -1%, -15%, 7%, 6%
COc1cccc(C(=O)OC2CCN(C)CC2)c1
  1%, 5%, 7%, -5%, -1%, -3%, 2%, -5%
CCCNS(=O)(=O)c1ccc(N2CCCC2=O)c([N+](=O)[O-])c1
  0%, 10%, 1%, 5%, -14%, -1%, 2%, -3%
CCCC(=O)NC(=S)Nc1ccccc1OC
  -1%, -11%, 7%, 1%, -1%, 3%, -2%, nt
S=C(Nc1ccccc1)N(CCN1CCOCC1)Cc1cccc(Cl)c1
  -2%, -3%, 18%, 1%, -4%, i, 3%, -2%
Cc1ccc(C(=O)NN2CC(O)=C(c3nc(-c4cccc([N+](=O)[O-])c4)cs3)C2=N)cc1
  -5%, 6%, -8%, 5%, -6%, i, 20%, -18%[11.4 µM]
C/C(N)=C(/C#N)C(=O)COC(=O)c1cccc(O)c1
  4%, -1%, -10%, 2%, -3%, 14%, 9%, -2%
Cc1cc(N)c2ccccc2[n+]1CCCCCCCCCCCCCC[n+]1c(C)cc(N)c2ccccc21
  ?, -2%, -1%, 2%, -1%, 32µM*, -6%, nt
Cc1ccc(-n2nc(C(=O)NCCc3cccc(C)c3)c3c4ccccc4n(C)c3c2=O)cc1
  -2%, 3%, nt, -6%, -1%, nt, nt, nt
O=c1ccc(NS(=O)(=O)c2ccccc2)cn1Cc1ccc(Cl)c(Cl)c1
  -10%, -1%, -15%, 1%, -1%, -9%, 25%, 9%

(listing goes on)
molecule	Tau fibril ThT	TRb SRC2 PPI	KDM4E inh	Tau fibril FP	TexasRed fluor	RECQ1 inh	GoLoco inh red	L3MBTL1 inh
COc1cccc(CNC(=O)CN2C(=O)CSc3ccc(S(=O)(=O)N(C)C)cc32)c1	-2%	1%	nt	-3%	1%	nt	nt	nt
CC1CCN(S(=O)(=O)c2ccc3ncn(CC(=O)N4CCN(C)CC4)c(=O)c3c2)CC1	2%	-5%	-5%	-4%	-7%	-2%	-8%	nt
O=C(CCCc1c[nH]c2ccccc12)Nc1ccc(S(=O)(=O)Nc2ncccn2)cc1	?	5%	-2%	8%	-1%	-3%	40%[activator]	-4%
O=C(CN1C(=O)CSc2ccc(S(=O)(=O)N3CCOCC3)cc21)NCCCN1CCc2ccccc2C1	-2%	1%	4%	3%	-6%	i	6%	nt
Cc1cc(C)cc(-n2c(SCC(=O)N3CCc4ccccc43)nc3c([nH]c4ccccc43)c2=O)c1	1%	3%	nt	-4%	-5%	nt	nt	nt
COc1ccccc1CNC(=O)C(=O)NCC(c1ccco1)N1CCOCC1 (stereo unspecified)	-7%	0%	0%	-2%	-1%	-1%	-6%	-2%
Cc1nc2ccc(NC(=O)COc3cccc(F)c3)cc2s1	?	6%	7%	-3%	0%	-2%	12%	3%
CCN(CC)c1cc(C)c2cc(NC(=O)/C=C/c3ccccc3OC(C)C)ccc2n1	?	0%	nt	?	-4%	nt	nt	nt
c1csc(C2C3=C(Nc4ncnn42)c2ccccc2OC3)c1 (stereo unspecified)	-13%	-3%	?	-6%	-3%	3%	1%	1%
COc1cccc(Cn2c(=O)n(-c3ccccc3C)c(=O)c3c2c2cc(C)ccc2n3C)c1	9%	2%	nt	-1%	1%	nt	nt	nt
COc1ccc(-n2nc3ccc(NC(=O)c4cc5ccccc5o4)cc3n2)cc1Cl	?	-9%[53 µM]	nt	-10%	?	nt	nt	nt
CC1(C)C2CC=C(/C=N/NC(=O)c3ccc(Cl)cc3)C1C2 (stereo unspecified)	-14%	0%	-4%	6%	0%	-5%	-11%	1%
CCN(CC)C(=O)c1sc2c(c1C)c(=O)n(-c1ccc(OC)cc1OC)c(=O)n2CC(=O)c1ccccc1	-5%	3%	0%	3%	0%	i	-8%	nt
CCC(=O)Nc1nc(-c2cc([N+](=O)[O-])cs2)cs1	-14%	13%	6%	5%	-3%	4%	12%	nt
Cc1cc(C)nc(-n2nc(C)cc2NC(=O)c2cc(=O)c3ccccc3o2)n1	-12%	3%	1%	-3%	-3%	-4%	5%	nt
C=CCOC(=O)/C=C/C(=O)NC(N)=O	nt	-3%	3%	15%[11.6 µM]	-4%	-6%	-28%	nt
CCN(CC)S(=O)(=O)c1ccc(NC2=NS(=O)(=O)c3ccccc32)cc1	-1%	-17%	?	-6%	-1%	-6%	7%	nt
C[n+]1ccccc1COc1ccc(C(C)(C)C)cc1	3%	0%	12%	0%	0%	i	-5%	4%
